PfHsp90 set2 = growth inhibition of yeast expressing Plasmodium Hsp90 | S. cerevisiae expressing PfHsp90, BacTiter-Glo ATP, 48 h; yeast lacking PDR1 and PDR3 efflux regulators | inhibition, % at 9.4 µM | actives 0.32% (n = 310,000);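 active means every replicate shows inhibition above about 80%, whatever the replicate mean, limit read from the data; inconclusive means mean inhibition reaches the set limit but some replicate falls short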;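 further: 0% = DMSO neutral controls and 100% = 20 µM radicicol positive controls; yeast relying on Plasmodium falciparum Hsp90 in place of its own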
cardiac RTF act = cardiac RTF calcium sensitization | IANBD-labeled TnC RTF fluorescence at EC20 calcium; 0% EC20 calcium, 100% full calcium | activation, % at 7.2 µM | actives 0.24% (n = 340,000) | AID 493008;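 active means activation above the mean over all tested compounds plus 3 SD, cut at about 30% in these data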;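 further: rise in fluorescence read as greater calcium sensitivity of cardiac thin filaments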
dFosB act = activators of mouse delta FosB homodimer | P13346 | purified delta FosB, TAMRA-CDK5 oligo fluorescence polarization; percent of positive-control signal above neutral wells | activation, % at 25 µM | actives 0.99% (n = 340,000);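 active means mean activation above about 17%, with every replicate also reaching it, limit read from the data, passing the limit was not always enough; inconclusive means only one of the two conditions met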;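 further: fluorescence polarization rise as delta FosB binds a TAMRA Cdk5 AP-1 oligo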
Mot1-301 SUMO = SUMOylation pathway inhibition by Mot1-301 growth rescue. S. cerevisiae Mot1-301 growth rescue, ATP luminescence, 38.5C; percent above DMSO median, 100 means doubled. growth rescue, % at 18.8 µM. actives 1% (n = 320,000). AID 2716;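 active means every valid replicate shows activation above 250% relative to neutral control wells; inactive means the rest, any valid replicate at or below 250%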;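 further: OY570 slx delta 5 strain wells were the positive control but not used for scaling; some compounds called inactive have numbers as strong as hits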
NSD2 inh = inhibitors of human histone methyltransferase NSD2 | NSD2 peptide methylation, AlphaScreen, 120 min | inhibition, % at 12.5 µM | actives 0.54% (n = 310,000); in the data active means inhibition above about 50%
Target sequence (O96028 whole entry, looked up): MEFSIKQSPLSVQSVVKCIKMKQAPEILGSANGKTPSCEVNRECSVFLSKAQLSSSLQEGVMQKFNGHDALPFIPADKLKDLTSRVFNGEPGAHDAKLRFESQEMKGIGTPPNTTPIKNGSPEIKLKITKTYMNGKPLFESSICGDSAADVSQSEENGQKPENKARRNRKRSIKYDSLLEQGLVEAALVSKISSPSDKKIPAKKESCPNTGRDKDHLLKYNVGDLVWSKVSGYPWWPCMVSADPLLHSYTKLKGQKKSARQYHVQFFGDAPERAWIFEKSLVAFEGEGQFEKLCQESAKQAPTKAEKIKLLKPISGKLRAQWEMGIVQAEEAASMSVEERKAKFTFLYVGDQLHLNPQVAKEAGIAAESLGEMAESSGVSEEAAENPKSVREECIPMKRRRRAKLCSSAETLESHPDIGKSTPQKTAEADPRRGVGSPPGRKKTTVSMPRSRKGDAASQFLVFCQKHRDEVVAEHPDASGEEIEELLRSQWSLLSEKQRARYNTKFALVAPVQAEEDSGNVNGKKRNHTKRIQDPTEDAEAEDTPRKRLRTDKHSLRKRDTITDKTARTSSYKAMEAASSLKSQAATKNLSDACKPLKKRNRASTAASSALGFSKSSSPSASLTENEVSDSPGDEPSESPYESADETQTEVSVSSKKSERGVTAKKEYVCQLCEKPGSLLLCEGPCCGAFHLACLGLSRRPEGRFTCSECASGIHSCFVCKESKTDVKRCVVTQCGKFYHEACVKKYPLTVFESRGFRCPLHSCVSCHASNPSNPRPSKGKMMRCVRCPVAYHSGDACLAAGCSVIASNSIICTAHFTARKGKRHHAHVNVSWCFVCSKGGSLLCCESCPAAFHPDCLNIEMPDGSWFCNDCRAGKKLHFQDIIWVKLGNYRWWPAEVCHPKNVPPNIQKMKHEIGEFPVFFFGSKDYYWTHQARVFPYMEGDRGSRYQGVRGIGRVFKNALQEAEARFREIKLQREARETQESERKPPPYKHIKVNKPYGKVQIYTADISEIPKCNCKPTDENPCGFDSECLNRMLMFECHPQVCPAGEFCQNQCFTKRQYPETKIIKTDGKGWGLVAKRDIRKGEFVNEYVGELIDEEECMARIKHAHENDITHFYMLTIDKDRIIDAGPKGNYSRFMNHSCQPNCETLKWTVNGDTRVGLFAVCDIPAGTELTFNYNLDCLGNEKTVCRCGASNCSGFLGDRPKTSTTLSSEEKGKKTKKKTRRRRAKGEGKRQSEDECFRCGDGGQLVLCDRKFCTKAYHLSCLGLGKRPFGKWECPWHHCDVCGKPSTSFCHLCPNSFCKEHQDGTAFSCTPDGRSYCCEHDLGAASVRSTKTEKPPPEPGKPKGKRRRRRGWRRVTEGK
Cardiac RTF inh = cardiac RTF calcium desensitization. P19429+P45379. IANBD-labeled cardiac RTF, Ca2+ fluorescence. AID 493244. inhibition, % at 7.15 µM. actives 0.12% (n = 340,000);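 active means inhibition above the mean inhibition of all tested compounds plus 3 SD, cut at about 17% in these data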;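 further: assay run at fixed EC70 calcium of 1.6 mM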
Rtt109 HAT inh = inhibitors of Candida albicans Rtt109/Vps75 histone acetyltransferase | inhibition, % at 34.9 µM | Q5AAJ8 | purified Rtt109/Vps75, ThioGlo CoA-SH fluorescence, 4 h | actives 0.16% (n = 330,000);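 active means inhibition of at least 50% in every replicate; inconclusive means best replicate reaches 50% inhibition but some replicates fall short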
CDK5 p35 inh = inhibitors of human CDK5/p35 kinase | Recombinant CDK5/p35, ADP-Glo luminescence, 60 min | actives 0.01% (n = 330,000) | inhibition, % at 10 µM | AID 488839;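 active means highest replicate inhibition of at least 50% and at least 75% of replicates reaching 50%; inconclusive means only one of the two criteria met; inactive means both criteria failed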;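 further: plate controls were DMSO neutral control for no effect and GW8510 at 10 µM for full effect; many of its hits are not listed in these tables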
PvdQ inh = blocks Pseudomonas aeruginosa PvdQ acylase activity | purified PvdQ acylase, fluorescence plate reader | inhibition, % at 10 µM | actives 0.063% (n = 340,000) | AID 488965; in the data active means inhibition above about 30%, passing the limit was not always enough; inconclusive means no clear call, values can overlap the other calls;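 further: 0% = vehicle neutral wells and 100% = reference inhibitor wells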
Keap1-Nrf2 PPI = disrupts human Keap1 binding to Nrf2 peptide. Q14145. Keap1 Kelch-Nrf2 peptide fluorescence polarization, 1536-well. inhibition, % at 9.4 µM. actives 0.15% (n = 340,000). AID 504523; in the data active means inhibition above about 12%; inconclusive means no clear call, values can overlap the other calls; inactive means below about 7.3%;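 further: human Keap1 Kelch domain with fluorescein labeled Nrf2 9mer peptide probe; 0% = neutral control wells and 100% = peptide positive control; higher means more block of Keap1 binding to Nrf2 peptide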
LANA DNA inh = blocks KSHV LANA C-terminal domain binding to DNA; actives 0.078% (n = 340,000); AID 504423; inhibition, % at 9 µM; MBP-C-LANA/FAM-LBS DNA binding, fluorescence polarization;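 active means highest replicate inhibition at or above 60% at 9 µM, even if other replicates fall short; inactive means all replicates below 60% inhibition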;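 further: 0% = neutral control wells and 100% = 4 µM acridine orange control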
* marks the source's active call; other numbers are inactive results; ? = inconclusive; . = not tested or not shown.

SMILES | PfHsp90 set2 | cardiac RTF act | dFosB act | Mot1-301 SUMO | NSD2 inh | Cardiac RTF inh | Rtt109 HAT inh | CDK5 p35 inh | PvdQ inh | Keap1-Nrf2 PPI | LANA DNA inh
COc1ccccc1CNC(=O)C1CC(c2ccccc2[N+](=O)[O-])=NO1 (configuration not stated) | 12 | 2 | 1 | 4 | . | -2 | -3 | -0.1 | 9 | -1 | 1.5
COC(=O)c1ccc(OC(=O)CCN2c3ccccc3Sc3ccccc32)cc1 | -1 | 1 | -4 | -1 | -1 | -41 | -6 | -0.7 | -14 | -1 | -1.0
O=C(COC(=O)CNS(=O)(=O)c1ccc(F)c(F)c1F)NCCc1ccccc1 | -17 | 0 | -4 | 3 | 0 | -6 | -1 | -0.4 | -20 | -1 | -0.8
CC(=O)Nc1ccc(S(=O)(=O)NCC(=O)NCCc2ccc(S(N)(=O)=O)cc2)cc1 | 3 | 0 | -8 | -1 | 5 | 6 | -1 | -1.9 | -16 | 1 | -1.3
NC(=NCc1ccco1)NC(=O)c1ccc(Cl)cc1 | -11 | -6 | -4 | -7 | 5 | -13 | -2 | 0.3 | -7 | 4 | -1.2
CCCn1c(N)c(C(=O)COC(=O)c2cccc(S(=O)(=O)N3CCOCC3)c2)c(=O)[nH]c1=O | -6 | -1 | -7 | -4 | 0 | -7 | 5 | 0.9 | 2 | 1 | -0.1
CN(C)C=NC(=O)/C(C#N)=C/c1ccccc1 | 1 | 3 | 0 | -7 | 11 | -5 | -4 | -1.5 | 20 | 0 | 1.7
CCOc1ccc(S(=O)(=O)NN=C2CCN(C(C)=O)CC2)cc1 | -3 | -2 | -4 | -7 | -3 | -4 | -4 | 3.6 | -7 | 0 | -1.2
Cc1cc(C(=O)N2CCCC(C(=O)c3cccc(C(F)(F)F)c3)C2)nc(C)n1 (configuration not stated) | 20 | 0 | 3 | -7 | -1 | -4 | 1 | -0.2 | -12 | -1 | 0.9
CCSc1nnc(NC(=O)COc2cccc3ccccc23)s1 | 11 | 4 | 0 | 10 | -2 | -6 | -28 | 2.4 | -11 | -5 | -0.5
CC(=O)c1c(C)[nH]c(C(=O)Nc2ccccc2N2CCOCC2)c1C | -2 | 0 | 2 | -9 | -1 | -6 | ? | -1.7 | 17 | -5 | 1.8
CSCCC(NC(=O)c1ccc(Cl)cc1)C(=O)OCC(=O)Nc1cc(Cl)ccc1C (configuration not stated) | 8 | 4 | -19 | -1 | -3 | -10 | 6 | -0.9 | -11 | 3 | 3.5
Cc1ccc(C(=O)Nc2sc(C)c(-c3ccccc3)c2C(N)=O)cc1[N+](=O)[O-] | -8 | 2 | 9 | -6 | -6 | 2 | 1 | -3.9 | -11 | -6 | 1.0
COc1cc(OC)cc(C(=O)Nc2cc(C)on2)c1 | 6 | -4 | -4 | -10 | -3 | 4 | 1 | 1.7 | 1 | 0 | -4.0
O=C(Cn1c(=O)oc2cc(S(=O)(=O)N3CCCC3)ccc21)N1CCN(C2CCCCC2)CC1 | -22 | 3 | -10 | 84 | . | -5 | 1 | -3.7 | -7 | -3 | -1.2
CC1=C(c2ccc(C)cc2)S(=O)(=O)N(CC(=O)O)C1=O | -22 | 2 | -3 | 1 | 1 | -5 | 8 | -0.9 | -12 | 0 | -0.9
CCCCN(C(=O)C1CCC1)c1c(N)n(CC(C)C)c(=O)[nH]c1=O | -16 | -1 | 2 | 4 | -1 | -1 | -3 | -0.5 | 1 | 0 | 0.2
COc1cc(C(CCN2CCN(c3ccccc3)CC2)c2c(OC)cc(OC)c3ccc(=O)oc23)cc(OC)c1OC (configuration not stated) | 4 | -2 | -3 | -7 | . | 1 | 4 | -3.0 | -5 | -4 | 3.3
CC(C)C[C@H](NC(=O)c1[nH]cnc1C(=O)N[C@H](C)c1ccccc1)C(=O)OC(C)(C)C | . | -6 | -12 | 10 | . | 1 | 8 | -2.3 | -7 | -4 | -2.8
Nc1n[nH]c2ccccc12 | 3 | -9 | 3 | -18 | 1 | 2 | -5 | -0.5 | -4 | 3 | 0.6
C#Cc1ccc([C@H]2C=C(C(=O)OCC=C)O[C@@H](OCc3ccc(CO)cc3)C2)cc1 | . | -4 | -13 | -3 | . | -18 | -9 | 0.7 | -6 | -5 | -0.1
O=C(CN1C(=O)NC2(CCCC2)C1=O)c1ccc(Cl)s1 | . | -5 | -4 | -7 | -1 | -2 | -9 | -1.1 | -15 | -1 | -0.3
CCCC(=O)c1ccc(-c2ccccc2)cc1 | . | -4 | 5 | 11 | -1 | -12 | -5 | -0.2 | 16 | -4 | -4.8
CN1CCN(NC(=O)c2cc(-c3cccc(Cl)c3)nc3ccccc23)CC1 | 6 | 4 | -26 | 5 | 15 | 10 | 0 | 0.3 | -13 | 2 | 1.5
Cc1ccc(N(CCC#N)C(=O)CSc2ccc3c(c2)OCCO3)cc1 | -5 | -2 | -2 | -8 | -2 | -8 | 8 | 0.8 | 2 | -2 | 2.2
CCOc1cc(NC(=S)Nc2cccc(OC)c2)c(OCC)cc1NC(=O)c1ccc(C)cc1 | -25 | 0 | -12 | 283 | -1 | 0 | 16 | -0.4 | -14 | -2 | -2.3
C=C1CCC[C@]2(C)C[C@H]3OC(=O)C(CN4CCOCC4)[C@H]3C[C@@H]12 (some centres not stated) | -16 | 7 | -2 | -18 | -10 | -3 | 5 | -1.7 | -2 | 2 | 2.5
CC(=O)Nc1ccc(S(=O)(=O)NC2(C(F)(F)F)NC(=O)N(c3ccc(Cl)cc3)C2=O)cc1 (configuration not stated) | . | 7 | 4 | -7 | -3 | -8 | 21 | -0.3 | 3 | -5 | -2.1
Cc1ccc(-c2nnn(CC(=O)N3C(C)CCCC3C)n2)cc1 (configuration not stated) | 7 | -4 | -4 | 48 | -3 | -7 | 13 | -0.7 | 2 | 1 | -7.6
O=C(COC(=O)CCC(=O)N1CCOCC1)Nc1ccc(Br)cc1Br | . | -4 | -7 | 10 | -3 | 4 | 3 | 1.4 | 11 | -5 | 1.1
COc1c(Cl)cc(Cl)cc1C(=O)Nc1ccccc1N1CCN(C(C)=O)CC1 | . | 4 | -4 | -9 | 21 | -13 | -13 | 0.1 | -16 | -3 | 0.9
Cn1c(-c2ccc3c(c2)OCO3)cnc1NCc1cccc(Cl)c1 | . | 1 | -8 | -1 | . | 6 | . | -0.9 | -13 | -2 | 0.6
Cc1cc(C=C2C(=O)c3ccccc3C2=O)c(C)n1-c1ccc(Cl)cc1 | . | 20 | -8 | . | -2 | -2 | -10 | 1.1 | -14 | -7 | 0.9
COc1ccc(-c2cc(CCCC(=O)NCCc3cc(OC)ccc3OC)no2)cc1 | -36 | 3 | -13 | 6 | 2 | -4 | 3 | 0.4 | 9 | -6 | -0.7
CC(C)c1ccc(N2C(=O)CC(Sc3ncn[nH]3)C2=O)cc1 (configuration not stated) | -48 | 1 | 1 | . | 0 | -12 | 10 | -3.0 | -24 | -9 | -2.5
Cc1ccc(NC2=NC(c3ccccc3)n3c(nc(C)cc3=O)N2)c(C)c1 (configuration not stated) | 11 | 2 | -8 | 9 | 3 | -4 | -17 | -0.1 | -15 | 1 | -0.7
CCOC(=O)N1CCN(C(=O)CCc2c(C)nc3nc(C)nn3c2C)CC1 | 28 | -5 | 2 | 9 | -2 | -2 | -2 | -0.1 | 2 | -3 | -0.4
C/C=C/c1ccc(OCC(=O)NNC(=O)CN(C)S(=O)(=O)c2ccc(C)cc2)c(OC)c1 | . | -3 | -13 | -11 | -2 | 3 | -2 | 1.6 | -5 | -1 | -1.3
Cc1cc(NC(=O)CSc2nnc(-c3ccccc3Cl)o2)no1 | -5 | -3 | 2 | 3 | 5 | -2 | -23 | 0.3 | -8 | 1 | -0.2
CCN=C1S/C(=C\c2ccc(N3CCOCC3)cc2C)C(=O)N1CC | -20 | 2 | -9 | 10 | 1 | 8 | 27 | 2.4 | 7 | 0 | 0.2
Cc1c(NC(=O)c2ccc(F)cc2)c(=O)n(-c2ccccc2)n1C | -17 | -4 | 0 | -22 | . | -15 | -5 | 1.3 | 0 | -1 | -0.4
CCOc1ccccc1N(C)C(=O)C1CCN(S(=O)(=O)c2cccc3nonc23)CC1 | -4 | 5 | -20 | -7 | 1 | -11 | 4 | -1.0 | -10 | 0 | -0.2
CCOc1ccc(CN2CCN(S(=O)(=O)c3ccc(NC(C)=O)cc3)CC2)cc1OC | . | 6 | -4 | 4 | 2 | -4 | 10 | 6.5 | 3 | 7 | -3.4
CC1(C(=O)O)CCC(C(=O)N2CCOCC2)C1(C)C (configuration not stated) | -7 | 0 | 1 | 6 | -3 | -12 | -4 | 1.8 | -15 | 1 | 2.4
O=C(c1coc(=O)c(Br)c1)N1CCCc2ccccc21 | 1 | 2 | -5 | 0 | 52* | 1 | -14 | -0.8 | -9 | -1 | 77*
O=C(Nc1ccc(OC(F)(F)F)cc1)C1CCCCN1S(=O)(=O)c1ccccc1 (configuration not stated) | 6 | -8 | -4 | . | 0 | -7 | 9 | 1.9 | -11 | -1 | -0.6
CC(C)N1C(=O)N(c2ccccc2)C(C)(O)CC1(C)C (configuration not stated) | -3 | 1 | -8 | -6 | 0 | -2 | 14 | 1.5 | 7 | -2 | -2.8
Cc1ccc(C)c2c1cc(C)c1nnc(SCC(=O)Nc3nc4c(s3)CCCC4)n12 | 4 | 7 | -5 | . | 2 | 4 | -3 | -2.8 | -8 | 0 | 0.2
Cc1cc(C)n2nc(C(=O)OCC(=O)N(C)C3CCCCC3)nc2n1 | 4 | 3 | 1 | -7 | -4 | -2 | 4 | -0.2 | 11 | -3 | 1.3
O=C1Cc2cc(S(=O)(=O)NCc3ccccc3Cl)cc3c2N1CCC3 | 8 | 1 | -20 | 3 | -1 | -3 | -4 | -0.4 | -9 | -3 | 0.6
Cc1nc(NC(=O)CSc2nnc(N)s2)c(Cl)cc1Cl | -38 | 6 | -3 | 0 | -2 | 6 | -10 | 3.2 | 2 | 2 | 0.1
COC(=O)c1ccc(OCC(=O)N2CCCc3ccccc32)cc1 | -1 | -5 | -2 | 54 | -3 | -11 | 13 | 0.9 | 5 | 5 | 1.2
CC(C)N(Cc1nc(-c2ccccc2)no1)C(=O)c1ccc2c(c1)OCO2 | . | 4 | -7 | -1 | -2 | -4 | 2 | 0.2 | -10 | 2 | 0.0
O=c1[nH]cnc2c1ncn2-c1ccc(Cl)cc1 | . | 4 | 6 | . | 0 | 6 | -6 | -1.3 | -4 | 5 | -0.9
O=C1C=C(N2CCCCCC2)C2(CCCCC2)O1 | 0 | -2 | -1 | -8 | -7 | 0 | -6 | 1.0 | -7 | -1 | -0.6
Cc1ccc(S(=O)(=O)NCC2CCC(C(=O)N3CCN(C)CC3)CC2)cc1 (configuration not stated) | -42 | -5 | 5 | 113 | 5 | 0 | -12 | 0.0 | -5 | -1 | -2.6
